Screens from PubChem.
OX1R antag-1: blocks the human orexin 1 receptor | O43613 | OX1R-expressing cells, FRET antagonist read-out | inhibition, % at 6.6 µM | 1.8% of 330,000 active | AID 485270; in the data active means inhibition mostly above about 38%, no sharp cut-off; inactive means mostly below about 40%;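 further: 0% = agonist challenge alone and 100% = reference antagonist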
Target sequence (O43613 whole entry, looked up): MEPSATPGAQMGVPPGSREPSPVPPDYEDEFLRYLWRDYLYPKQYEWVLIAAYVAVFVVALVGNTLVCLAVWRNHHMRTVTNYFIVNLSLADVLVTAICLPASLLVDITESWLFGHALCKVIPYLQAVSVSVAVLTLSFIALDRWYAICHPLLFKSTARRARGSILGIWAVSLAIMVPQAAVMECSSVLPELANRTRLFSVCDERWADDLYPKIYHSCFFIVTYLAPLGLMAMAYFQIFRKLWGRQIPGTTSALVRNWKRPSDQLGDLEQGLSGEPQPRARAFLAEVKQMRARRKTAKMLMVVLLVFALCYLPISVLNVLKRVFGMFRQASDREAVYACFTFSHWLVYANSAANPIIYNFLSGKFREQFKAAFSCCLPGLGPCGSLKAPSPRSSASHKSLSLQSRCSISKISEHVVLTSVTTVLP
OX1R antag-2: antagonists of human orexin 1 receptor | O43613 | 0.43% of 330,000 active | CHO/OX1R cells, Fluo-8 calcium fluorescence, orexin A | AID 434989 | inhibition, % at 5 µM;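 active means inhibition above its plate's threshold, mean inhibition of all tested compounds on the plate plus 3 SD, cut at about 37% in these data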;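 further: 0% = orexin A challenge wells and 100% = SB-334867-A antagonist wells; not every result past the cut was called active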
Numbers without * were called inactive. Rows are unselected, and some 2% of all compounds hit somewhere here.

SMILES | OX1R antag-1 | OX1R antag-2
CCN(CC)C(=O)Cc1ccccc1 | 7.0 | -16.2
COc1ccccc1NCC(O)Cn1c2ccccc2c2ccccc21 (stereo unspecified) | 34.8 | -3.3
O=S(=O)(Nc1cccc(CCc2ccccn2)c1)c1ccc(Cl)cc1 | 7.7 | -17.0
CC(=O)Oc1cccc(-c2nc3ccccc3c(=O)o2)c1 | 6.3 | -7.1
Cc1ccccc1OCCC(=O)OCC(=O)NC1CCS(=O)(=O)C1 (stereo unspecified) | 13.2 | 1.1
Cc1ccc(C(C)C)c(OCCCn2ccnc2C)c1 | 0.2 | -9.4
CNC(=O)c1cccc(NC(=O)c2cc(-c3ccccc3)nc3c2cnn3C(C)C)c1 | 2.8 | -7.0
Cc1ccc(CNC(=O)CN2C(=O)COc3ccc(S(=O)(=O)N4CCC(C)CC4)cc32)o1 | 6.0 | -43.0
O=C(CSc1n[nH]c(-c2ccccc2Br)n1)NCCN1C(=O)CSC1=O | 10.1 | 2.8
COc1ccccc1/C=N/NC(=O)CC(=O)NCc1ccccc1 | 18.7 | -15.1
Cc1c(C)n(CC(O)CN2CCCCC2)c2ccccc12 (stereo unspecified) | 8.0 | -38.5
S=C(NCc1ccncc1)Nc1ccc(Br)cc1 | 9.7 | -7.9
COC(=O)C1=C(CS(=O)(=O)c2cc(OC)ccc2OC)NC(=O)NC1c1ccc(O)c(OC)c1 (stereo unspecified) | 11.2 | 8.8
Cc1ccc2[nH]c3c(c2c1)CCN(C)C3 | -3.6 | -20.8
O=C(CN1C(=O)NC2(CCCCC2)C1=O)Nc1cccc(Cl)c1Cl | 3.2 | 2.0
CCN(CC)C(=O)COc1ccc(/C=N/NC(=O)c2cc(-c3ccccc3OC)nc3ccccc23)cc1OC | 5.1 | -21.2
N#CC12C(N)=NC3(OCCO3)C1(C#N)C1=C(CCC1)NC2c1ccccc1 (stereo unspecified) | 13.9 | -5.5
O=C(NCC1CCCCC1)c1cccnc1 | -0.7 | -4.0
O=C(CN(Cc1ccccc1)S(=O)(=O)c1ccc(S(=O)(=O)N2CCOCC2)cc1)Nc1ccccc1 | 2.7 | -19.8
COC(=O)c1c(NC(=O)CCCC(=O)O)sc2c1CCCCC2 | 3.8 | -7.0

Reprinted at random: 3 compounds from above
SMILES | OX1R antag-1 | OX1R antag-2
O=C(CN1C(=O)NC2(CCCCC2)C1=O)Nc1cccc(Cl)c1Cl | 3.2 | 2.0
CNC(=O)c1cccc(NC(=O)c2cc(-c3ccccc3)nc3c2cnn3C(C)C)c1 | 2.8 | -7.0
O=C(NCC1CCCCC1)c1cccnc1 | -0.7 | -4.0

Further compounds
SMILES | OX1R antag-1 | OX1R antag-2
CC1(C)C=Cc2c(c3ccccc3[nH]c2=O)O1 | 15.1 | -19.5
CCOC1CCc2c(C)nc(N)nc2S1 (stereo unspecified) | 8.0 | -10.8
CN1C(=O)C2C3c4ccccc4C(c4ccccc43)[C@@H]2C1=O (stereo partly specified) | 9.3 | -18.1
CC1(C)C(c2ccccc2)=NC(c2ccccc2)N1O (stereo unspecified) | 9.7 | -14.6
CCOC(=O)c1cccc(NS(=O)(=O)c2c(C(=O)N3CCCCCC3)c(C)n(C)c2C)c1 | 20.3 | -14.4
Cc1ccc(NC(=O)CN(C)C(=O)/C=C/c2ccc3c(c2)OCO3)cc1 | 4.5 | -3.0
C/C(N)=C(/C#N)C(=O)CSc1nc2scc(-c3ccccc3)c2c(=O)n1C | 35.5 | -26.7
Cc1ccc(C(=O)NCCCN2CCOCC2)c(Cl)c1 | 5.6 | -6.0
COc1cccc(C(=O)N2N=C(c3ccccc3)CC2(O)C(F)(F)F)c1 (stereo unspecified) | 8.2 | -25.2
COc1ccc(C(=O)Oc2cc3c4c(c2)C(C)=CC(C)(C)N4C(=O)C3=O)cc1OC | 16.5 | -18.1
O=C(C1CCN(S(=O)(=O)N2CCC3(CC2)OCCO3)CC1)N1CCN(Cc2ccccc2)CC1 | 7.8 | -14.3
CCCCOC(=O)c1cc(-c2ccc(/C=N/n3cnnc3)o2)ccc1Cl | 3.0 | -45.6
O=c1c2ccccc2nc2n1CCS2 | 10.1 | -3.0
CC(/C=N/NC(=O)c1cc(-c2cccn2C)n[nH]1)=C\c1ccccc1 | 12.6 | -10.6
CCn1cc(C(=O)N2CCCC2)c(=O)c2cc(S(=O)(=O)N3CCC(C)CC3)ccc21 | 11.7 | -21.5
CC(=O)NCCSCCNC(C)=O | 8.6 | 0.0
O=C(NCCc1ccccc1)C1CCN(C(=O)N2CCOc3ccccc32)CC1 | 7.3 | -12.8
Cc1ccc(CN2CCN(Cc3ccccc3)C(CCO)C2)s1 (stereo unspecified) | 9.6 | -26.7
CCOc1cc(C(=O)NN=C2CCCC2)cc(OCC)c1OCC | 5.9 | -37.1
CCCCC(CC)C(=O)NCCc1ccc(S(N)(=O)=O)cc1 (stereo unspecified) | 14.4 | -19.4
COc1ccc(C(=O)OCC(=O)NC2CC2)cc1OC | -3.4 | -2.0
CN(C)c1ccc(NC(=S)c2ccccn2)cc1 | 14.7 | -12.5
CC(=O)C1=C(C)OC(N)=C(C#N)C1c1cc2cc(C)c(C)cc2nc1Cl (stereo unspecified) | 10.3 | -10.1
O=C(O)c1ccc(N2N=C(c3ccccc3)CC2c2ccccc2)cc1 (stereo unspecified) | 25.5 | 4.9
O=C(COC(=O)c1cc(S(=O)(=O)N2CCOCC2)ccc1F)Nc1ccc(Cl)cn1 | 7.5 | 7.4
c1ccc(Cn2c(SCc3nc4ccccc4s3)nnc2-c2ccco2)cc1 | 48.1 | -25.0
CC(=O)Oc1ccc(NC(=O)C2CCCCC2)c(C(=O)O)c1 | 6.4 | -4.5
O=C(c1cc(-c2cccs2)on1)N1CCCCC1 | 17.5 | -21.1
O=C(/C(=C/O)N=Nc1cccc(C(F)(F)F)c1)c1ccccc1 | 10.3 | -7.8
Cc1cc(C)nc(NC(=O)c2cc(-c3ccc(C)s3)nc3ccccc23)c1 | 35.1 | -27.9
Cc1ccc(-c2[nH]c(-c3ccc(Cl)cc3)nc2SCC(=O)NCC2CCCO2)cc1 (stereo unspecified) | 5.4 | -25.5
COc1cccc(-c2ncc3ccccc3c2COC(=O)c2ccco2)c1 | 0.8 | -11.3
COc1cc(C2CC(=O)c3cnc(N)nc3C2)cc(OC)c1OC (stereo unspecified) | 14.0 | -14.2
O=C(CN1C(=O)C2(OCCO2)c2ccccc21)c1ccc(Cl)cc1 | 4.1 | -21.0
NC(=O)CC12CC3CC(C1)CC(CC(N)=O)(C3)C2 | 3.4 | -1.8
CCOc1ncccc1C(=O)OCc1ccc(C#N)cc1 | 24.4 | -15.0
CC(=O)N1c2ccc(S(=O)(=O)N(C)CC(=O)N(C)Cc3ccccc3)cc2CC1C (stereo unspecified) | -3.0 | -22.7
CCCN1C2CCCC1CC(NC(=S)NCCCOCC)C2 (stereo unspecified) | 11.0 | -8.3
C[C@H](CO)N1C[C@H](C)[C@@H](CN(C)C(=O)Nc2ccc3c(c2)OCO3)Oc2c(cccc2N(C)C)C1=O | -4.7 | -25.6
CC(C)(C)c1ccc(OCC(O)CN2CCN(c3ccccn3)CC2)cc1 (stereo unspecified) | 7.7 | -31.9
CCC(C)NC(=O)CNC(=S)N(Cc1ccc(F)cc1)C1CCCCC1 (stereo unspecified) | 32.7 | -15.3
C/C(=N\NC(=O)c1cccc(S(=O)(=O)N2CCOCC2)c1)c1cc2ccccc2o1 | 9.2 | -25.7
O=C1C2ON(c3ccc(Cl)cc3)C(c3ccco3)C2C(=O)N1c1ccccc1 (stereo unspecified) | 21.2 | -10.1
CCOc1ccc(CN2CCN(S(=O)(=O)c3ccc(NC(C)=O)cc3)CC2)cc1 | 24.9 | -17.2
COc1cc(-c2n[nH]c(=S)n2-c2ccc(Br)cc2)cc(OC)c1OC | 6.6 | -4.2
COc1ccc(-c2cc(-c3ccc(Cl)cc3)n[nH]2)c(O)c1 | -6.2 | -30.3
O=C(CCN1C(=O)C2CCCCC2C1=O)Nc1ccc(F)c(F)c1F (stereo unspecified) | 5.9 | -6.2
COC(=O)C(CCSC)NC(=O)C12CC3CC(CC(C3)C1)C2 (stereo unspecified) | 17.4 | -13.6
c1ccc(Nc2nc(-c3ccncc3)cs2)cc1 | 15.3 | -12.1
Nc1ccc(-c2nc3cc(N)ccc3s2)cc1 | 34.8 | -16.1
O=C(Nc1ccc2c(c1)OCO2)C(c1ccccc1)N1CCN(C(=O)c2ccco2)CC1 (stereo unspecified) | 36.7 | -7.0
COc1ccc(/C=N/Nc2nc(=O)[nH]nc2C)cc1OC | 24.5 | -14.2
CCOC(=O)N1CCN(CC(=O)Nc2c(C(=O)OC)[nH]c3ccc(Cl)cc23)CC1 | 18.6 | -29.7
O=C(NNC(=O)c1ccccc1C(=O)O)c1ccc(O)cc1 | 19.4 | -4.0
COC(=O)/C=C1\C(=O)N(c2nc3ccc(OC)cc3s2)C(=S)N1c1ccc(F)cc1 | 14.6 | -6.7
COc1cc(/C=C2\SC(=O)N(CC(=O)Nc3ccc(C)cc3)C2=O)cc(Cl)c1OCC(=O)O | 5.6 | -7.9
CCCCNC(=O)c1onc(CSc2ccc(F)cc2)c1C(=O)O | 32.2 | 7.9
Cc1ccc(NC(=O)Cn2ccsc2=N)c([N+](=O)[O-])c1 | 25.2 | -11.3
CCOC(=O)C1=C(c2ccccc2)NC(=O)NC1c1ccc(OC)cc1OC (stereo unspecified) | 4.6 | -22.3
CCOC(=O)C1CC(c2ccccc2)=NNC1=O (stereo unspecified) | 15.5 | -13.7

Some of these compounds in order of heavy-atom count, rising.
SMILES | OX1R antag-1 | OX1R antag-2
S=C(NCc1ccncc1)Nc1ccc(Br)cc1 | 9.7 | -7.9
O=C(NNC(=O)c1ccccc1C(=O)O)c1ccc(O)cc1 | 19.4 | -4.0
C[C@H](CO)N1C[C@H](C)[C@@H](CN(C)C(=O)Nc2ccc3c(c2)OCO3)Oc2c(cccc2N(C)C)C1=O | -4.7 | -25.6

Following part.
SMILES | OX1R antag-1 | OX1R antag-2
COc1cc(CNCCSc2nnnn2C)cc(Br)c1OCc1ccccc1F | 94.6* | -17.3
COc1ccccc1N(CC(=O)NCC1CCCO1)C(=O)CCC(=O)Nc1cc(C)on1 (stereo unspecified) | 14.1 | -5.2
Cc1cc(C)cc(N2C(=O)C3CC=CCC3C2=O)c1 (stereo unspecified) | -4.3 | -3.2
Nc1cc(=O)[nH]c(SCc2ccc(Cl)cc2Cl)n1 | 7.5 | 3.9
Cc1ccc(NC(=O)CC2CCCC2)c(Br)c1 | 4.2 | -17.3
COc1cccc(NC(=O)CCCOc2cc(=O)n(C)c3ccccc23)c1 | 29.2 | -26.4
Cc1cccc(CCNC(=O)c2cc(S(=O)(=O)N3CCCCC3)c[nH]2)c1 | 3.5 | -26.9
COc1ccc(NC(=O)CN(C)C(=O)c2ccc(NS(=O)(=O)c3ccc(F)cc3)cc2)cc1 | 11.6 | -17.5
C/C(=N\NC(=O)c1ccc(CSc2nncn2C)cc1)c1ccc(C#N)cc1 | 9.4 | -3.3
CN(C)/C=N/c1nc2ncc(-c3ccc(Cl)cc3)c(/N=C/N(C)C)n2n1 | 28.4 | -12.2
O=C(c1cc(COc2ccc3c(c2)CCCC3)on1)N1CCCC1 | 13.3 | -6.2
Cc1cc(C)c(NC(=O)CN2CCN(C)CC2)c(C)c1 | 1.6 | 0.5
O=C(CCN1CCOCC1)Nc1ccc(Cl)cc1 | 14.2 | 1.4
Cc1ccc(S(=O)(=O)N2CCOC2CNC(=O)C(=O)NCc2ccc(Cl)cc2)cc1 (stereo unspecified) | 12.4 | -9.6
Cc1c(C(=O)N2CCCC2)sc(NC(=O)c2ccco2)c1C#N | -5.7 | -8.6
Oc1ccc(C=Nc2ccc3ncccc3c2)c(O)c1 | 37.3 | -0.1
CCOC(=O)N1CCN(c2cc3nccnc3cc2F)CC1 | 13.2 | -4.7
O=C(Cn1cc(C(F)(F)F)cc(Cl)c1=O)NCc1ccc(F)cc1 | 0.2 | -18.1
O=C(CN1C(=O)c2ccccc2C1=O)Nc1ccccc1 | -1.2 | -3.4
CN(C)CCCNC(=O)CC1C[C@H](C(=O)N2CCOCC2)[C@@]2(CCC3CCCC3)c3[nH]c4ccccc4c3CCN2C1=O (stereo partly specified) | 12.6 | -21.2
CC1(C)Cc2c(C#N)c(NCCN3CCOCC3)nc(-c3ccccc3)c2CO1 | 9.3 | -32.2
Cc1noc(C)c1NC(=O)Nc1cccc2c1O[C@@H](CN(C)C(=O)Nc1ccc3c(c1)OCO3)[C@@H](C)CN([C@H](C)CO)C2=O | 1.7 | -0.8
CC(C)Oc1ccc(S(=O)(=O)N2CCOCC2)cc1NC(=O)C1CCCCC1 | 6.0 | -17.6
Cc1cc(NCCCn2ccnc2)n2ncc(-c3ccccc3)c2n1 | 10.7 | -38.4
Cc1ccc(CN(Cc2ccccn2)C(=O)Nc2c(F)cccc2F)cc1 | 8.3 | -35.2
N#Cc1c(-c2ccccc2)c(-c2ccccc2)nn(CC(=O)NNC(=O)Nc2ccccc2)c1=O | 33.8 | -21.1
C=CCNC(=O)C(=O)NCC1CCCN1CC (stereo unspecified) | 14.5 | 0.2
N/C(=N\OC(=O)Cc1cccs1)c1ccc(Cl)cc1 | 3.7 | -5.0
CCN1CC(CNCc2cn(-c3ccc(OC)cc3)nc2-c2ccccc2Cl)CC1=O (stereo unspecified) | 23.5 | -20.1
S=c1[nH]nc(-c2ccco2)n1/N=C/c1ccccc1 | 8.0 | -5.7

Entries shown so far with a CF3 group, in the order listed:
SMILES | OX1R antag-1 | OX1R antag-2
COc1cccc(C(=O)N2N=C(c3ccccc3)CC2(O)C(F)(F)F)c1 (stereo unspecified) | 8.2 | -25.2
O=C(/C(=C/O)N=Nc1cccc(C(F)(F)F)c1)c1ccccc1 | 10.3 | -7.8
O=C(Cn1cc(C(F)(F)F)cc(Cl)c1=O)NCc1ccc(F)cc1 | 0.2 | -18.1

Full records from above:
C/C(N)=C(/C#N)C(=O)CSc1nc2scc(-c3ccccc3)c2c(=O)n1C is entered as OX1R antag-1: 35.5; OX1R antag-2: -26.7
Cc1ccc2[nH]c3c(c2c1)CCN(C)C3 is entered as OX1R antag-1: -3.6; OX1R antag-2: -20.8
